PKM2 act = qHTS Assay for Activators of Human Muscle isoform 2 Pyruvate Kinase. hit rate 0.34% among 260,000. Potency, µM (doses to about 57.5 µM), inactives show top-dose activation, actives largely listed as activators. AID 1631, 2009. Pyruvate kinase PKM (Homo sapiens), P14618. purified PKM2, Kinase-Glo ATP luminescence, activation; response scale: 0% is enzyme alone, no compound; further: potency means the concentration at half of the fitted maximal effect; nearly all actives have a fitted effect of over 55% in size
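hPK-M2, >95% pure; 0.1 mM ADP / 0.5 mM PEP final; imidazole pH7.2 buffer w/ 7 mM MgCl2, 50 mM KCl; 1 h RT; Kinase-Glo lum. Intermediate enzyme activity for dual inhibitor/activator qHTS.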
Giardia kill = Small Molecules that selectively kill Giardia lamblia: qHTS. Giardia lamblia trophozoite viability. activity change, % at 7.66 µM, hits read low. hit rate 0.15% among 340,000; in the data active means activity change below about -80%; inconclusive means between about -30% and that limit;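 further: parasites exposed to compound for two days anaerobically before the ATP read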
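Trophozoites 100 cells/well + cpd; 48 hrs, 37 deg C, anaerobic. ATPLite 1-Step added, 15-30 min RT, luminescence read (ATP-based viability).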
KCNH2 3.1 inh = qHTS for Inhibitors of KCHN2 3.1: Mutant qHTS; Potassium voltage-gated channel subfamily H member 2, brain isoform KCNH2 3.1 (human); AID 720553, 2013; activity change, % (tested at about 1.8 µM); U2OS KCNH2 3.1, thallium flux FluxOr; active compounds read low; hit rate 0.95% among 340,000;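 active means maximum activity change below -70%; inconclusive means maximum activity change from -70% to -50%; inactive means maximum activity change above -50%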;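 further: thallium influx rate constant from kinetic fluorescence after stimulation buffer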
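Thallium flux via FluxOr fluorescence (Red40 quencher, 45 min loading) in U2OS cells virally expressing the KCNH2 3.1 isoform (1.77 x 10^8 /mL virus, overnight at 37 C). Rate constants from 2-min kinetic reads post-stimulation, normalised to positive and negative controls.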
Eya2 inh = qHTS Assay for Inhibitors of the Phosphatase Activity of Eya2 | Protein phosphatase EYA2 (Homo sapiens), O00167 | recombinant Eya2, OMFP fluorescence dephosphorylation (OMFP is methylfluorescein phosphate) | Potency, µM (doses to about 76.9 µM), for the others: at the top dose activity, negative = inhibition, actives largely listed as inhibitors | hit rate 0.006% among 330,000 | AID 488837, 2010; further: potency means the concentration at half of the fitted maximal effect
Target sequence (O00167 whole entry, looked up): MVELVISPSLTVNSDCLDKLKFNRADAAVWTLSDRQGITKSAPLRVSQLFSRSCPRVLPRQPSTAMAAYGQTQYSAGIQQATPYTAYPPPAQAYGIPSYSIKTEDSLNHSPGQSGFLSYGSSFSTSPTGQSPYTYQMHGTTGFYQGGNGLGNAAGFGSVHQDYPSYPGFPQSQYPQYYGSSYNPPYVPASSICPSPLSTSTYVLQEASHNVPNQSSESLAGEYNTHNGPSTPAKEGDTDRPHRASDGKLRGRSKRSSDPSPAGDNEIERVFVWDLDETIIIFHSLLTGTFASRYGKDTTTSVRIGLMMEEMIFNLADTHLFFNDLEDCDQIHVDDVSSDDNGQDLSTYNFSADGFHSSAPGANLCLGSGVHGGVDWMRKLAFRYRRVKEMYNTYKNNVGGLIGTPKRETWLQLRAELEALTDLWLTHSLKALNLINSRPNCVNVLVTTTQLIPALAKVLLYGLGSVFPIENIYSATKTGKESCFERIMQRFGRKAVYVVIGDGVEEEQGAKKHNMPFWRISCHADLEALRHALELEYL
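Eya2 (0.2 uM) preincubated 10 min at ambient with compound, then OMFP substrate added at 50 uM; 10 min reaction in 50 mM HEPES pH 7.5, 50 mM NaCl, 5 uM MgCl2, 0.05% BSA, 1 mM DTT. Fluorescence read at Ex 485/Em 525 nm.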
uPA surface inh = qHTS for Inhibitors of Cell Surface uPA Generation | cell surface uPA generation assay, qHTS | Potency, µM (series often up to 38.3 µM), for the others: at the highest dose activity change, negative = inhibition, most hits filed as inhibitors | hit rate 0.31% among 330,000 | AID 540303, 2011; active means well fitted inhibition curve with a large enough effect; inconclusive means small, poorly fitted or top-dose-only effect; inactive means no such curve, though single readings can be large or run the other way; tested in mouse RAW 264.7 cells; further: potency means the concentration at half of the fitted maximal effect; nearly all actives have a fitted effect of over 55% in size
USP2a inh = qHTS Assay for Inhibitors of Ubiquitin-specific Protease USP2a Using CHOP2 as the Reporter; hit rate 0.01% among 330,000; USP2 core, Ub-CHOP2 coupled fluorogenic reporter, 485/531; AID 463254, 2010; Ubiquitin carboxyl-terminal hydrolase 2 (Homo sapiens), O75604; Potency, µM (highest dose often 38.3 µM), inactives show at the highest dose activity change, negative = inhibition, most hits filed as inhibitors;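 further: potency means the concentration at half of the fitted maximal effect; plate controls were DMSO wells for no effect and full inhibition by NEM control for full effect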
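Cell-free coupled assay: 10nM USP2 core preincubated 30min RT with compound in Tris-HCl pH 8.0/CaCl2/CHAPS buffer, then 25nM Ub-CHOP2 and 25nM reporter substrate; fluorescence (Ex 485/Em 531) read after 60min RT, normalized to NEM inhibition, concentration-response curves fitted.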
GALK inh = qHTS Assay for Inhibitors of Human Galactokinase (GALK) | P51570 | Purified GALK, Kinase-Glo residual ATP luminescence | Potency, µM (highest dose often 57.5 µM), for inactives: at the top dose activity change, negative = inhibition, most hits filed as inhibitors | hit rate 0.007% among 270,000 | AID 1868, 2009; further: potency means the concentration at half of the fitted maximal effect
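Galactose (100 uM) and ATP (35 uM) were turned over by 5 nM GALK for 1 h at RT. Kinase-Glo Plus then converted the remaining ATP into a luminescent signal.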
FBPA coupling cs = qHTS Assay for Inhibitors of Fructose-1,6-bisphosphate Aldolase from Giardia Lamblia: Coupling assay counterscreen; hit rate 0.67% among 290,000; coupling enzyme system counterscreen, AmpLite Red fluorescence; AID 2472, 2010; activity change, negative = inhibition, % at 58.2 µM, hits read low; in the data active means activity change below about -30%
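Activity here indicates interference with the coupling reaction, not aldolase inhibition. Compounds at 57.5 uM final met coupling enzymes for 10 min at RT; substrate and AmpLite Red detection followed, with a 525/598 nm fluorescence read after 20 min.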
KCNH2 WT inh = qHTS for Inhibitors of KCHN2 3.1: Wildtype qHTS. U2OS, BacMam KCNH2, thallium flux FluxOr; active compounds read low. activity change, % at 1.84 µM. AID 720551, 2013. hit rate 0.37% among 340,000. Voltage-gated inwardly rectifying potassium channel KCNH2 (Homo sapiens), Q12809;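 active means maximum activity change below -70%; inconclusive means maximum activity change between -70% and -50%; inactive means maximum activity change above -50%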
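U2OS cells transduced with wild-type KCNH2 virus are loaded with FluxOr dye for 45 min, and thallium flux is measured in kinetic reads before and after stimulation buffer. Rate constants are normalized to DMSO controls.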
B2AR arrestin = qHTS assay of beta-arrestin-biased ligands of beta2-adrenergic receptor. AID 492947, 2010. Potency, µM (series often up to 46.1 µM), for inactives: at the highest dose activation, usual class: activators. hit rate 0.02% among 330,000. Beta-2 adrenergic receptor (Homo sapiens), P07550. beta-arrestin recruitment to beta2AR, cell-based reporter;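 further: potency means the concentration at half of the fitted maximal effect; 0% = DMSO controls and full agonism = EC100 isoproterenol or metaproterenol; nearly all actives have a fitted effect of over 65% in size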
Target sequence (P07550 whole entry, looked up): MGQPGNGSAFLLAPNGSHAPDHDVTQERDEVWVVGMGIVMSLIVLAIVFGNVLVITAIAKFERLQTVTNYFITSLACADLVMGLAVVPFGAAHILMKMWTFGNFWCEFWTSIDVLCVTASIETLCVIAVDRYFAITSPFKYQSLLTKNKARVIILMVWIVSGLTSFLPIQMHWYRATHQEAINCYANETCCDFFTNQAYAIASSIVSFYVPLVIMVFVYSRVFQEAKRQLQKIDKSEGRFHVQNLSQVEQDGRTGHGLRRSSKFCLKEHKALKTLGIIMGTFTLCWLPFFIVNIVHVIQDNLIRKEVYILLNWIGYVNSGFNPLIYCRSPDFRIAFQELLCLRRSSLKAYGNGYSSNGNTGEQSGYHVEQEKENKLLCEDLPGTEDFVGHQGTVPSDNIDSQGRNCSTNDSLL
BCR signal inh = qHTS Assay to Find Inhibitors of Chronic Active B-Cell Receptor Signaling; hit rate 0.05% among 340,000; Potency, µM (doses to about 46.1 µM), inactives show top-dose ratio change, negative = lower green/red ratio, hits mostly inhibitors; ABC-DLBCL IkBa-CBG/CBR reporter, luminescence ratio, 4 h; AID 493014, 2011; active means well fitted inhibition curve with a large enough effect in the signal ratio, with a control signal flat, not every such curve was filed as active; inconclusive means small, poorly fitted or top-dose-only effect, or effect the other way, or a change in a side signal; the % refers to the signal ratio;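 further: potency means the concentration at half of the fitted maximal effect; plate controls were basal doxycycline-induced cells for no effect and cells given 10 µM MG132 for full effect; MG132 reads +100%, hits lower the ratio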
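TMD8 human ABC-DLBCL cells with doxycycline-inducible IκBα–green luciferase fusion and unfused red luciferase, in 0.5% FBS medium; compounds up to 46 uM, 4 h at 37C. Green/red luminescence ratio, filter-overlap corrected, fitted to concentration-response curves.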
* = called active by the depositor; [ ] = another dose, or the depositor's remark. Unless noted, the call rests on the fitted dose curve; in most records, active means well fitted curve in the direction sought with a large enough effect; inconclusive means small, poorly fitted or top-dose-only effect, or another doubt; inactive means no such curve, though single readings can be large; an effect the other way counts as inactive or inconclusive. Unless noted, on the % scale 0 is the no-effect control and ±100 the full control effect.

COc1cc(CNCCCCO)ccc1OCc1ccccc1F was read as PKM2 act 6%, Giardia kill -16, KCNH2 3.1 inh -2, Eya2 inh -27%, uPA surface inh -8%, USP2a inh 0%, GALK inh -1%, FBPA coupling cs -1, KCNH2 WT inh 5, B2AR arrestin 0.1% and BCR signal inh -3%.
Screening CC(NC(=O)c1cccs1)C(c1cccs1)N1CCN(Cc2ccccc2)CC1 (stereo not given) returned PKM2 act 4%, Giardia kill -1, KCNH2 3.1 inh -3, Eya2 inh -1%, uPA surface inh 8%, USP2a inh -1%, GALK inh -1%, FBPA coupling cs 4, KCNH2 WT inh 22, B2AR arrestin 0.5% and BCR signal inh -15%.
For CC1CCC2(CC1)NC(=O)N(NC(=O)c1ccc(OC(C)C)cc1)C2=O (stereo not given) the results were Giardia kill 10, KCNH2 3.1 inh 9, Eya2 inh -31%, uPA surface inh 4%, USP2a inh 1%, KCNH2 WT inh 0, B2AR arrestin -0.2% and BCR signal inh inconclusive.
`Cc1cccc(OCC(=O)NCCNC(=O)c2ccncc2)c1` gave Giardia kill -5, KCNH2 3.1 inh 2, Eya2 inh 4%, uPA surface inh 2%, USP2a inh 4%, GALK inh 2%, FBPA coupling cs 1, KCNH2 WT inh -10, B2AR arrestin -0.1% and BCR signal inh 1%.
For CC(C)(C)C1=CC(O)(c2ccccc2)C=C(C(C)(C)C)C1=O the results were Giardia kill -10, KCNH2 3.1 inh 27, Eya2 inh -17%, uPA surface inh -6%, USP2a inh -1%, GALK inh 5%, FBPA coupling cs -6, KCNH2 WT inh 17, B2AR arrestin -0.5% and BCR signal inh inconclusive.
C[C@H](NC(=O)c1cccc([N+](=O)[O-])c1)C(=O)OCC(=O)c1ccccc1Br was read as Giardia kill 0, KCNH2 3.1 inh 16, Eya2 inh 6%, uPA surface inh -24%, USP2a inh 7%, KCNH2 WT inh 2, B2AR arrestin 0.0% and BCR signal inh -1%.
Screening COC(=O)C1=C(C)N(C)C(=O)NC1c1cc(Cl)cc(Cl)c1OC (stereo not given) returned PKM2 act -3%, Giardia kill -3, KCNH2 3.1 inh 3, Eya2 inh -13%, USP2a inh 2%, GALK inh -4%, FBPA coupling cs 5, KCNH2 WT inh -6, B2AR arrestin -0.7% and BCR signal inh inconclusive.
`O=C(NC1CCCCC1)C(c1ccco1)N(C(=O)c1csnn1)c1cccc(F)c1` (stereo not given) gave PKM2 act 1%, Giardia kill -19, KCNH2 3.1 inh 6, Eya2 inh -8%, uPA surface inh 4%, USP2a inh inconclusive, GALK inh -3%, FBPA coupling cs 2, KCNH2 WT inh 3, B2AR arrestin -0.8% and BCR signal inh 2%.
For Cc1cc(C(=O)NP(=O)(N2CCOCC2)N2CCOCC2)c(C)n1-c1ccc(Br)cc1 the results were PKM2 act -1%, Giardia kill -5, KCNH2 3.1 inh 0, Eya2 inh 0%, uPA surface inh -2%, USP2a inh 1%, GALK inh -1%, FBPA coupling cs 5, KCNH2 WT inh -16, B2AR arrestin -0.6% and BCR signal inh inconclusive.
`COc1cc2c(cc1OC)CN(C(=S)Nc1ccccc1Cl)CC2` gave PKM2 act 0%, Giardia kill 23, KCNH2 3.1 inh 12, Eya2 inh 4%, uPA surface inh -6%, USP2a inh -5%, GALK inh -2%, FBPA coupling cs 1, KCNH2 WT inh -2, B2AR arrestin 0.3% and BCR signal inh 0%.
For CC(C)OCCCNC(=O)Nc1cccc2ccccc12 the results were PKM2 act 4%, Giardia kill -7, KCNH2 3.1 inh -3, Eya2 inh 3%, uPA surface inh 2%, USP2a inh 0%, GALK inh 4%, FBPA coupling cs -4, KCNH2 WT inh 5, B2AR arrestin 0.1% and BCR signal inh -5%.
CCCCOc1ccc(C(=O)Oc2cc(C)[nH]c(=O)c2[N+](=O)[O-])cc1 was read as Giardia kill 7, KCNH2 3.1 inh 0, Eya2 inh -5%, uPA surface inh -6%, USP2a inh 5%, GALK inh -4%, KCNH2 WT inh -16, B2AR arrestin -0.1% and BCR signal inh 1%.
COc1ccc(N2CCN(C(=O)CCc3ccc(S(=O)(=O)NCC(C)C)cc3)CC2)cc1 was read as PKM2 act 0%, Giardia kill 0, KCNH2 3.1 inh -7, Eya2 inh -9%, uPA surface inh -5%, USP2a inh 4%, GALK inh 1%, FBPA coupling cs -3, KCNH2 WT inh 7, B2AR arrestin -0.2% and BCR signal inh 8%.
Screening N#CCC(=O)N/N=C/c1ccccc1Cl returned PKM2 act -10%, Giardia kill -16, KCNH2 3.1 inh -10, Eya2 inh 8%, uPA surface inh 8%, USP2a inh -6%, GALK inh 5%, FBPA coupling cs 2, KCNH2 WT inh -1, B2AR arrestin -0.5% and BCR signal inh -17%.
Screening CC(C)c1nnc(SCC(=O)N2CCc3ccccc32)n1N returned PKM2 act -3%, Giardia kill -5, KCNH2 3.1 inh 10, Eya2 inh -8%, uPA surface inh -5%, USP2a inh 0%, GALK inh -1%, FBPA coupling cs 2, KCNH2 WT inh -8, B2AR arrestin -0.3% and BCR signal inh -14%.

Three entries picked at random from the list so far, as already listed:
Screening COC(=O)C1=C(C)N(C)C(=O)NC1c1cc(Cl)cc(Cl)c1OC (stereo not given) returned PKM2 act -3%, Giardia kill -3, KCNH2 3.1 inh 3, Eya2 inh -13%, USP2a inh 2%, GALK inh -4%, FBPA coupling cs 5, KCNH2 WT inh -6, B2AR arrestin -0.7% and BCR signal inh inconclusive.
For CC(C)(C)C1=CC(O)(c2ccccc2)C=C(C(C)(C)C)C1=O the results were Giardia kill -10, KCNH2 3.1 inh 27, Eya2 inh -17%, uPA surface inh -6%, USP2a inh -1%, GALK inh 5%, FBPA coupling cs -6, KCNH2 WT inh 17, B2AR arrestin -0.5% and BCR signal inh inconclusive.
`COc1cc2c(cc1OC)CN(C(=S)Nc1ccccc1Cl)CC2` gave PKM2 act 0%, Giardia kill 23, KCNH2 3.1 inh 12, Eya2 inh 4%, uPA surface inh -6%, USP2a inh -5%, GALK inh -2%, FBPA coupling cs 1, KCNH2 WT inh -2, B2AR arrestin 0.3% and BCR signal inh 0%.

(more compounds)
Screening CC(=O)Nc1nc2ccccc2[nH]1 returned PKM2 act -2%, Giardia kill 3, KCNH2 3.1 inh 1, Eya2 inh -2%, uPA surface inh 53%[activator], USP2a inh -4%, GALK inh -3%, FBPA coupling cs 3, KCNH2 WT inh 10, B2AR arrestin 0.0% and BCR signal inh 1%.
Screening Cc1ccc(NC(=O)CCSc2nnc3ccccn23)cc1 returned PKM2 act -7%, Giardia kill -30, KCNH2 3.1 inh -2, Eya2 inh -11%, uPA surface inh 4%, USP2a inh 0%, FBPA coupling cs 1, KCNH2 WT inh -3, B2AR arrestin -0.3% and BCR signal inh 7%.
For CC1=NN(C(=O)c2csc(C)c2C)C(O)(C(F)(F)F)C1 (stereo not given) the results were PKM2 act -11%, Giardia kill -11, KCNH2 3.1 inh 3, Eya2 inh 1%, uPA surface inh 3%, USP2a inh inconclusive, GALK inh -2%, FBPA coupling cs 0, KCNH2 WT inh -8, B2AR arrestin 6.4% and BCR signal inh inconclusive.
Screening CCOC(=O)C1CCN(S(=O)(=O)c2ccc3c(c2)CCN3C(C)=O)CC1 returned Giardia kill 4, KCNH2 3.1 inh -7, Eya2 inh 3%, uPA surface inh 6%, USP2a inh 0%, GALK inh -1%, FBPA coupling cs -1, KCNH2 WT inh 0, B2AR arrestin -0.2% and BCR signal inh -3%.
For NC(=O)CSc1nc(-c2ccccc2)nc2ccccc12 the results were Giardia kill 4, KCNH2 3.1 inh -18, Eya2 inh 8%, uPA surface inh -14%, USP2a inh -1%, GALK inh 4%, FBPA coupling cs 3, KCNH2 WT inh -2, B2AR arrestin -0.8% and BCR signal inh inconclusive.

Source: PubChem
